# Source: PubChem
# FXN GAA850 act = FXN promoter activators, primary screen, cell-based, luciferase luminescence, HEK293 lucGAA850 | hit rate 0.56% among 360,000 | HEK293 lucGAA850 FXN promoter luciferase reporter, 24 h; percent of 10 µM SAHA response | activation, % at 6 µM;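 active means activation above the average of all compounds screened plus 3 SD, cutoff fixed separately per campaign, cut at about 7.5% in these data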;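 further: 0% = DMSO wells and 100% = 10 µM SAHA wells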
# GC-B act = human GC-B receptor activators, primary screen, HEK293 GC-B cells, cGMP TR-FRET, EC30 CNP. 0% at EC30 CNP, 100% saturating CNP. Atrial natriuretic peptide receptor 2 (Homo sapiens), P20594. hit rate 0.11% among 370,000. activation, % at 10 µM;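 active means activation at 10 µM reaching about 35% in either raw or pattern-adjusted values, limit read from the data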
# Tn6 DDE FP = inhibitors of Tn6 peptide binding to fibrin DD(E), primary screen, biochemical, fluorescence polarization, human fibrin, Tn6 probe | inhibition, % at 8.3 µM | Fibrinogen beta chain (Homo sapiens), P02675 | Fibrin DD(E) TRITC-Tn6 fluorescence polarization displacement | AID 720509, 2013 | hit rate 0.21% among 370,000;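 active means inhibition above a per-campaign cutoff: mean of compounds within control limits plus 3 SD, cut at about 15% in these data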;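 further: 0% = median of all compound wells on the plate and 100% = blocking peptide control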
# Target sequence (P02675 whole entry, looked up): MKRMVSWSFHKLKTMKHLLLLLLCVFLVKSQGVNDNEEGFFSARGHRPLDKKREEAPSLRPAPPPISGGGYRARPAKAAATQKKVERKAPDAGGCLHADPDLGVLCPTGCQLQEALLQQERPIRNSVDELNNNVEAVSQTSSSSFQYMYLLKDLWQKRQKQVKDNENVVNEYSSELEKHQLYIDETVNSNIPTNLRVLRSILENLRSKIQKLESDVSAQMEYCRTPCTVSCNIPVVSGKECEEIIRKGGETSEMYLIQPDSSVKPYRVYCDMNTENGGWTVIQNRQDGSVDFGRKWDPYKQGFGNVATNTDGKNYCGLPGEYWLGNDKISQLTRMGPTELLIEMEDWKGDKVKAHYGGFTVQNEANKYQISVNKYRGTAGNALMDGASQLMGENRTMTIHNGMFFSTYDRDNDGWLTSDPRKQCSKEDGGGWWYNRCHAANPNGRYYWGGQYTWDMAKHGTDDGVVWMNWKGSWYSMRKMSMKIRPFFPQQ
# sPLA2-III inh = human group III sPLA2 inhibitors, primary screen, biochemical, QFRET, BODIPY PC-A2 liposome substrate; QFRET BODIPY PC-A2 liposome hydrolysis, fluorescence; inhibition, % at 12.2 µM; hit rate 0.56% among 370,000; AID 743126, 2013;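 active means inhibition above mean plus 3 SD of compounds lying within the high and low control bounds, cut at about 19% in these data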;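 further: 0% = median of test compound wells and 100% = no enzyme DMSO wells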
# GC-A act = GC-A stimulated cGMP production enhancers – HEK293 GC-A cells, cGMP TR-FRET, EC30 ANP, primary screen | Atrial natriuretic peptide receptor 1 (Homo sapiens), P16066 | 0% at EC30 ANP, 100% saturating ANP | activation, % at 10 µM | hit rate 0.14% among 370,000; in the data active means activation above about 40%
# ADAM10 inh = human ADAM10 inhibitors, primary screen, biochemical, QFRET, HTS | inhibition, % at 7 µM | AID 720582, 2013 | recombinant ADAM10, EDANS/DABCYL FRET peptide cleavage, 3 h | Disintegrin and metalloproteinase domain-containing protein 10 (Homo sapiens), O14672 | hit rate 0.62% among 370,000;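 active means inhibition above a per-campaign cutoff equal to the mean of compounds falling between control-based bounds plus 3 SD, cut at about 20% in these data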;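 further: 0% = DMSO wells while the 100% control is not disclosed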
# ARFGAP1 inh = inhibitors of rat ARFGAP1 GAP activity, primary screen, biochemical, fluorescence polarization, GDP tracer; AID 651572, 2012; ADP-ribosylation factor GTPase-activating protein 1 (Rattus norvegicus), Q62848; hit rate 0.26% among 360,000; Arfgap1-stimulated ARF1 GTP hydrolysis, GDP FP detection; inhibition, % at 16.5 µM;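 active means inhibition above a per-plate limit, mean inhibition of low control wells plus 3 SD, cut at about 25% in these data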;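 further: 0% = DMSO wells with enzyme and 100% = wells lacking Arfgap1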
# Target sequence (Q62848 1-136 limits assumed): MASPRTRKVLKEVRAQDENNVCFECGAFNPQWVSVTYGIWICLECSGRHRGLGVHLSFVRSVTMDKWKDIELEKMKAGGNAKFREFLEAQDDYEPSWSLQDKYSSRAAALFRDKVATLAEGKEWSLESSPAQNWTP
#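 Material – truncated rat Arfgap1 GAP domain · Buffer or medium – HEPES-based buffer, pH 7.5 · Reagent – human ARF1(Δ1-17)-GTP substrate · Dosing – 16.5 µM single point, 1.26% DMSO · Schedule – GTP hydrolysis reaction 2 h at 25 °C · Technique – GDP detection by fluorescence polarization · Benchmarks – No-Arfgap1 wells (100%) versus DMSO full-reaction wells (0%) · Repeats – single replicate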
# proKLK7 act = proKLK7 zymogen activators, primary screen, biochemical, fluorescence intensity; activation, % at 7 µM; Kallikrein-7 (Homo sapiens), P49862; hit rate 0.9% among 370,000; purified proKLK7, EDANS-DABCYL substrate fluorescence; 100% is mature enzyme control, 0% vehicle; AID 652039, 2013;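 active means activation above the mean of all tested compounds plus 3 SD, computed per campaign excluding outliers beyond control limits, cut at about 13% in these data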
# Target sequence (P49862 whole entry, looked up): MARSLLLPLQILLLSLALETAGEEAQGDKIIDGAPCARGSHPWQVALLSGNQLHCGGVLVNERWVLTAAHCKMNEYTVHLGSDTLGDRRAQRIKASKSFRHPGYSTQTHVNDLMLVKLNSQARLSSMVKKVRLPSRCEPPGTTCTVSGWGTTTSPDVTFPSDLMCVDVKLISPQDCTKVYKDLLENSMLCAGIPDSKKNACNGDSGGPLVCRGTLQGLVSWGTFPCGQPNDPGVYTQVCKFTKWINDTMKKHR
# rCAG RNA binder = binders of r(CAG) RNA repeats, primary screen, biochemical, fluorescence | r(CAG) RNA repeat, TO-PRO-1 dye displacement fluorescence | inhibition, % at 3 µM | hit rate 1.3% among 370,000 | AID 651821, 2012;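 active means inhibition above the plate cutoff, the mean of all test compounds on that plate plus 3 SD, cut at about 35% in these data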;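 further: 0% = DMSO alone and 100% = 100 µM mitoxantrone as full dye displacement; higher means more dye released from RNA so lower well fluorescence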
# ASAP1 inh = inhibitors of human ASAP1 ArfGAP activity, primary screen, biochemical, fluorescence polarization; inhibition, % at 16.5 µM; AID 624377, 2012; ASAP1-stimulated ARF1 GTP hydrolysis, GDP FP detection; hit rate 0.19% among 360,000; Arf-GAP with SH3 domain, ANK repeat and PH domain-containing protein 1 (Homo sapiens), …; in the data active means inhibition above about 25%;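 further: 0% = vehicle with enzyme and substrate and 100% = no enzyme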
# * marks the source's active call; other numbers are inactive results; . = no result given; & = joins results of further samples.
SMILES,FXN GAA850 act,GC-B act,Tn6 DDE FP,sPLA2-III inh,GC-A act,ADAM10 inh,ARFGAP1 inh,proKLK7 act,rCAG RNA binder,ASAP1 inh
COc1ccccc1NC(=O)CSc1nnc(-c2ccccn2)n1Cc1ccco1,0.1,-5,8,-5,-7,7,7,0.2,2,19
O=C(NNC(=O)c1ccccc1Cl)c1ccc2c(=O)n3c(nc2c1)CCC3,-0.9,-4,2,10,1,-7,-5,0.1,1,-3
CC(CNC(=O)[C@@H](Cc1ccccc1)NC(=O)[C@H]1O[C@@H](n2cnc3c(=O)[nH]c(N)nc32)[C@H](O)[C@@H]1O)c1ccccc1 (stereo not given in full),.,2,9,2,8,1,-5,-0.1,8,-6
Cc1ccc(S(=O)(=O)N2CCC(=O)N(C(COCc3cccc(Cl)c3)C(C)C)CC2)cc1 (stereo not given),-0.8,-10,-6,-2,-6,8,0,0.7,-2,-6
CC(=O)N1CCN(CCS(=O)(=O)c2ccc(Br)cc2)CC1,-1.7,1,-2,-1,-1,-1,3,-0.3,1,3
COC(=O)c1cc(NC(=S)Nc2cc(Cl)cc(Cl)c2)cc(C(=O)OC)c1,1.8,0,-2,6,0,-260,12,-0.7,7,16
COc1cc(C(=O)Nc2ccc3nc4n(c(=O)c3c2)CCCC4)ccc1Br,-0.9,5,-10,4,4,-4,3,-0.1,2,-4
COc1ccc(-n2nc(C(=O)NCC(=O)N3CCC(C)CC3)c3ccccc3c2=O)cc1,3.1,0,1,-1,2,1,15,1.2,-8,6
COc1cccc(CN(C)C(=O)Cc2ccc(OC)c(S(=O)(=O)N3CCOCC3)c2)c1,1.1,-1,-5,-3,0,-4,1,-0.2,-4,-2
O=C(NCCc1cccc(Cl)c1)c1cccc([N+](=O)[O-])c1,3.2,20,-6,-1,18,-4,-2,0.8,-4,1
Cc1ccc(C(=O)N2CCN(c3ccc(NC(=O)CSc4ccc(Cl)cc4)cc3)CC2)cc1,-1.3,-2,-3,0,-1,-7,8,0.3,1,-10
CCCCOC(=O)/C(=C/c1cn(C)c2ccccc12)NC(=O)c1ccc(OC)cc1,0.2,-3,2,-17,-1,-6,1,-5.2,4,11
Cc1ccc(NC(=O)C[n+]2ccccc2)cc1[N+](=O)[O-],-0.5,6,9,1,1,-3,2,0.2,1,0
O=C(CCCNS(=O)(=O)c1cccc2nsnc12)NCc1ccc(Cl)cc1,0.0,-3,0,-8,-3,5,-15,-0.7,-1,3
COc1cccc(NC(=O)N(CCCN2CCOCC2)C(C)c2cc3cccc(OC)c3o2)c1 (stereo not given),-2.2,2,7,0,2,1,12,-0.8,1,0
CCCNc1cc(C)oc(=O)c1C(=O)CCC,2.8,1,-2,2,5,1,6,-0.5,-7,-11
Clc1cnc2nc(SC/C=C/c3ccccc3)[nH]c2c1,-0.1,-2,4,-6,-3,-6,9,-0.7,2,-13
CN(C)CCCN(C(=O)COc1ccccc1)c1nc2c(F)cccc2s1,1.8,-6,5,-12,-4,-6,2,0.2,3,8
Cc1cc(C)cc(Cn2ncc(Cl)c(Cl)c2=O)c1,.,-14,-14,3,-18,0,-4,0.1,2,-1
COc1ccc(NC(=S)NN2CCN(C)CC2)cc1,-2.5,-1,0,1,1,0,-1,-0.3,-2,6
C=CCSc1nnc(Cn2c(=O)sc3ccccc32)n1C,-0.1,1,-4,-1,2,-11,-8,-0.8,-1,-3
COc1cccc(/C=C(\C(=O)O)c2ccccc2)c1,1.4,0,5,11,1,-15,1,-0.3,4,-6
CCOc1cc(/C=N/O)ccc1OS(=O)(=O)c1ccc(C)cc1,-1.3,-14,1,-29,-2,1,9,0.3,2,-4
COc1cccc2sc(=NC(=O)CCS(=O)(=O)c3ccc(C)cc3)n(C)c12,0.6,-3,1,-3,-1,-4,2,0.1,-3,2
CCc1ccc(NC(=O)Nc2cccc(OC)c2)cc1,4.5,0,-2,-22,1,2,0,0.2,2,-5
CCc1ccccc1N(CC(=O)NCc1ccc(OC)cc1)C(=O)CCC(=O)Nc1ccccn1,-2.6,2,1,-4,-4,0,0,-0.3,-6,-21
OC(COc1ccc(CNCCc2ccc(C(F)(F)F)cc2)cc1)CN1CCCCC1 (stereo not given),-0.7,-4,-3,-14,2,3,6,0.4,-6,1
COC(=O)[C@@H](Cc1ccccc1)NC(=O)Cn1cc(C)c(=O)[nH]c1=O,1.1,2,-4,12,5,-16,-6,-0.6,0,-3
COC(=O)Cc1ccc(NC(=S)NNC(=O)C2CC2)cc1,0.7,2,3,5,1,5,0,-0.2,3,-5
C[C@H](NC(=O)c1ncn2c1C(=O)NC[C@@H]2C)C(=O)OC(C)(C)C,0.5,-1,1,6,-6,-10,6,-0.1,-2,-2

# Record cards, as listed above. Screens in order: FXN GAA850 act, GC-B act, Tn6 DDE FP, sPLA2-III inh, GC-A act, ADAM10 inh, ARFGAP1 inh, proKLK7 act, rCAG RNA binder, ASAP1 inh
# Record of COC(=O)Cc1ccc(NC(=S)NNC(=O)C2CC2)cc1 → 0.7, 2, 3, 5, 1, 5, 0, -0.2, 3, -5
# Record of OC(COc1ccc(CNCCc2ccc(C(F)(F)F)cc2)cc1)CN1CCCCC1 (stereo not given) → -0.7, -4, -3, -14, 2, 3, 6, 0.4, -6, 1

# Remaining list, next part:
SMILES,FXN GAA850 act,GC-B act,Tn6 DDE FP,sPLA2-III inh,GC-A act,ADAM10 inh,ARFGAP1 inh,proKLK7 act,rCAG RNA binder,ASAP1 inh
Cc1cccc(C(=O)N2CCCC(CCC(=O)N3CCN(c4ccccn4)CC3)C2)c1 (stereo not given),1.4,2,-4,6,-5,-15,18,0.7,-10,6
CCC(C)(C)C1CCC(=NNC(=O)c2ccoc2C)CC1 (stereo not given),5.1,2,1,-1,-1,0,0,-0.9,4,12
Cc1ccc2[nH]c3c(c2c1)CN(C(=O)CN1CCN(c2ccccn2)CC1)CC3,-3.8,3,-5,-21,-3,-24,-13,7.7,-9,1
Clc1cccc(CNC2CCC23CCCCC3)c1 (stereo not given),.,-3,-1,5,-6,5,.,.,.,.
CCOc1ccccc1CNC(=O)CCCC(=O)n1nc(C)c2ccccc21,0.8,2,5,-9,-3,-1,6,0.4,-2,0
CC[C@@H](C)[C@@H]1CN([C@@H](C)CN2CCC[C@H]2CN2C(N)=NC[C@H]2C(C)C)C(=N)N1CCc1ccc(Cl)c(Cl)c1,1.3,5,4,9,2,-11,7,-0.2,9,2
Cc1n[nH]c(C)c1N=Nc1cc(Cl)ccc1Cl,-1.5,-12,-3,-3,-7,-1,6,0.0,4,-9
O=C(C1CCCCC1)N1C[C@@H](O)[C@H](n2cc(-c3ccc(F)cc3)nn2)C[C@@H]1c1ccccc1,-1.8,-5,1,1,-2,-18,-1,0.2,3,7
CN(Cc1ccccc1)C(=O)c1ccc2nc([C@@H]3O[C@H](CO)[C@H](O)[C@H](O)[C@H]3O)[nH]c2c1,0.0,-4,-5,-1,2,3,-7,-0.3,2,-14
O=C(Oc1cccnc1)c1ccccc1[N+](=O)[O-],1.2,1,9,-2,-1,-3,25*,-0.1,-2,-14
Fc1ccccc1-c1nc(NCc2ccco2)c2ccccc2n1,0.5,7,-6,-18,7,5,18,0.5,0,5
Cc1cccc(C)c1N1CCN(CCn2c(=S)[nH]c3ccccc3c2=O)CC1,0.2,-3,-12,13,-6,4,0,0.3,-3,6
Cc1cc(Nc2ccc(F)c(Cl)c2)n2ncnc2n1,3.4,4,-2,-4,3,-4,7,0.2,3,6
O=C(c1ccc(OCC2CCCO2)cc1)N1CCN(S(=O)(=O)c2cccc(F)c2)CC1 (stereo not given),0.6,-1,-2,-3,1,0,-6,0.5,-2,-7
COc1cccc2cc(C(=O)OC3CCN(C)CC3)c(=O)oc12,-0.6,4,4,-8,3,-15,-7,-1.0,3,3
O=S1(=O)CC(N2CCN(CC3CC3)CC2)CN1Cc1ccccc1 (stereo not given),.,1,3,5,-2,-4,-3,-0.1,0,-2
CN1Cc2c(N)cccc2C(c2ccccc2)C1 (stereo not given),-1.3&0.2,0,-2,-7,-3,0,4,1.1,-5,0
Cc1nnc(NC(=O)CSc2nccn2-c2cccc(C)c2C)s1,-5.4,4,1,-1,-3,-6,-5,-0.3,1,1
CC(=O)N1c2ccc(S(=O)(=O)N3CCCCC3)cc2CC1C(=O)NCc1cccc(Cl)c1 (stereo not given),0.1,6,-1,-6,2,-3,5,0.0,3,-3
CCN(CC(=O)Nc1ccc(OC)cc1)C(=O)c1ccc2[nH]c3c(c2c1)CC(C)CC3 (stereo not given),0.4,1,-7,3,-4,-14,-21,0.9,1,7
Cc1ccc(CN2CCN(Cc3cnc(N4CCOCC4)s3)CC2CCO)cc1 (stereo not given),1.2,4,-7,-1,0,0,-6,0.0,-7,6
O=C(CCCOc1ccccc1)Nc1cccc(S(=O)(=O)N2CCOCC2)c1,-1.0,3,4,-12,1,12,7,-0.7,5,-1
O=C(CSc1ccc2nnc(-c3cccnc3)n2n1)Nc1ccccc1C(F)(F)F,-0.1,-5,3,8,-5,-58,5,0.6,-1,-8
COc1cccc(/C=C2\N=C(c3c(-c4ccccc4)noc3C)OC2=O)c1OC,2.4,0,2,-9,-14,-3,-10,-0.2,22,-12
CCCCN(CC(=O)NC1CCCC1)C(=O)C(=O)Nc1ccc2c(c1)OCCO2,0.2,7,-5,-1,0,3,-3,-0.2,-4,-1
O=C(O)c1cc(N=Nc2c(O)[nH]c3ccc([N+](=O)[O-])cc23)ccc1Cl,-0.6,-1,3,5,-6,1,12,-0.1,4,10
O=C(COC(=O)C1CCC1)NC(=O)c1ccccc1,1.0,2,-3,-2,3,-14,-13,0.8,-6,-1
CN1C(C(=O)NCc2cccs2)=CC(c2ccc(F)cc2)=NS1(=O)=O,-0.7,2,-2,-5,1,-6,-2,0.8,4,3
O=C(Oc1ccc(Cl)c2cccnc12)C12CC3CC(CC(C3)C1)C2,1.0,2,-9,2,-5,1,-14,-0.2,2,4
CCc1nc2ccc(C(=O)NCC3CCCCC3)cn2c1N(CCC(C)C)CCN(C)C,-6.4,-1,4,-8,0,-34,3,1.2,-2,3
CC(C)NC(=O)CCCc1cn(C)c2ccccc12,1.3,0,1,3,0,-2,-2,0.0,-5,3
Nc1nc(SCC(=O)Nc2ccc(OC(F)(F)F)cc2)[nH]c(=O)c1NC(=O)c1ccc(Br)o1,2.1,3,-4,9,1,10,1,-0.2,8,1
CC(C)(C)NC(=O)C(c1ccccn1)N(C(=O)C1CSC(=O)C1)c1ccccc1F (stereo not given),0.8,-4,13,1,-5,-4,18,-0.3,-3,-17
